BAP1 inh: human BAP1 deubiquitinase inhibition | Q92560 | recombinant BAP1, Ub-AMC hydrolysis fluorescence kinetic; stronger effect = lower value | activity remaining (% of control), % at 20 µM | actives 0.48% (n = 72,000) | AID 436;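 active = activity remaining at or below 50% of control, provided the compound also passes the data quality filters; inactive = the rest, including low values that fail the filters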;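 also: 100% = DMSO wells rate and 0% = substrate alone blank rate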
Target sequence (Q92560 whole entry, looked up): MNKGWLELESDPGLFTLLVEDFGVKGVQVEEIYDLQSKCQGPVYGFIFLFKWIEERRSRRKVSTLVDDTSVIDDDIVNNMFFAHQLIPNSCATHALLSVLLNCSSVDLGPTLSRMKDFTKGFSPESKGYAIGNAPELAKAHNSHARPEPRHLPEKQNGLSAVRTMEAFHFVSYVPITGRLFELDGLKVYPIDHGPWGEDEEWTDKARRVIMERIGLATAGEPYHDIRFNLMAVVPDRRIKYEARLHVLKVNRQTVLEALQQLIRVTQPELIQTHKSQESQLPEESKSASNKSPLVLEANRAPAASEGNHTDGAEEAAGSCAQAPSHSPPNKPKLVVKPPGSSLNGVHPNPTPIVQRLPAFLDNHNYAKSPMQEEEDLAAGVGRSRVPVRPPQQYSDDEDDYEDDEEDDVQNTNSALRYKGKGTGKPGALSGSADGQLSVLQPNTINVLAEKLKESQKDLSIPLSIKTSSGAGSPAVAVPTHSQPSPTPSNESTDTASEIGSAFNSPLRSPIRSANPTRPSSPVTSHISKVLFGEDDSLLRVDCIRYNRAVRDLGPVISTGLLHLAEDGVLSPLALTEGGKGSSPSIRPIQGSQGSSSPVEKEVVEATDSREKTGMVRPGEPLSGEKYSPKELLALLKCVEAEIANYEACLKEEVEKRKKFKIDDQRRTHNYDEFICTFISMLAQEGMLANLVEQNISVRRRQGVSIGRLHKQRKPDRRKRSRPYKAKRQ
HePTP inhibitor: human HePTP phosphatase inhibition. inhibition, % at 20 µM. actives 0.64% (n = 110,000). AID 521. recombinant HePTP phosphatase activity, OD absorbance; in the data active = inhibition above about 50%;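 also: plate controls were vehicle for no effect and reference inhibitor for full effect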
Target sequence (P35236 whole entry, looked up): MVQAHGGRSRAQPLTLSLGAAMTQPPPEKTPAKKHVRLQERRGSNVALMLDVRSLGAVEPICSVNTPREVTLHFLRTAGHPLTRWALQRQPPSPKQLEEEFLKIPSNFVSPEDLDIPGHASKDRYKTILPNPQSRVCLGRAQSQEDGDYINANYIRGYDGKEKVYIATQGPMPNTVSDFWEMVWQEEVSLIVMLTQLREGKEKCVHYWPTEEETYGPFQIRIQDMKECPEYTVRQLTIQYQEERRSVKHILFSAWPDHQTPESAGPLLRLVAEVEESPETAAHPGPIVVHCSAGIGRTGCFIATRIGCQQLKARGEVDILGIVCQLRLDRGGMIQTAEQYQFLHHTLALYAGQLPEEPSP
* = called active by the depositor; & = joins results of further samples.

Sample of the layout (2 entries):
COC(=O)C1=C(C)NC(=O)CC1c1ccc(Cl)c(Cl)c1 (stereo not drawn) was read as HePTP inhibitor 5.0.
For N#Cc1c(NC(=O)CSc2nnnn2C2CCCC2)sc2c1CCCC2 the results were BAP1 inh 75.1 and HePTP inhibitor -7.1.

The listing, previewed entries included:
COC(=O)C1=C(C)NC(=O)CC1c1ccc(Cl)c(Cl)c1 (stereo not drawn) was read as HePTP inhibitor 5.0.
For N#Cc1c(NC(=O)CSc2nnnn2C2CCCC2)sc2c1CCCC2 the results were BAP1 inh 75.1 and HePTP inhibitor -7.1.
`COc1ccc(CCNS(=O)(=O)c2ccccc2[N+](=O)[O-])cc1OC` gave HePTP inhibitor 9.6.
`O=C(CC1(O)C(=O)N(Cc2ccccc2)c2ccccc21)c1ccncc1` (stereo not drawn) gave BAP1 inh 93.9 and HePTP inhibitor -2.0.
Screening Cc1ccc(NC(=O)CSc2nc(C)cc(C)n2)cc1 returned HePTP inhibitor -16.4.
O=C(Nc1ccccn1)c1cc(-n2cnnc2)ccc1Cl was read as BAP1 inh 102.1 and HePTP inhibitor 1.5.
`O=C(CSc1ccc2nnc(-c3ccccc3)n2n1)NCc1ccco1` gave BAP1 inh 72.6 and HePTP inhibitor 5.5.
`c1ccc(CC23CC4CC(CC(C4)C2)C3)nc1` gave BAP1 inh 144.7.
Screening NC(=O)c1c(NC(=O)c2ccc(Oc3ccccc3)cc2)sc2c1CCCCC2 returned BAP1 inh 77.2.
For C=CCOc1ccc(/C=C2\C(=O)NC(=O)N(c3ccc(F)cc3)C2=O)cc1OC the results were HePTP inhibitor 2.4.
Screening Cc1ccc(S(=O)(=O)CC(c2ccccc2)N2CCOCC2)cc1 (stereo not drawn) returned BAP1 inh 122.1 and HePTP inhibitor 7.1.
Clc1cccc(-c2nn3c(-c4ccncc4)nnc3s2)c1 was read as BAP1 inh 104.1 and HePTP inhibitor -9.0.
`CC1CC(Nc2ccccc2)c2ccccc2N1C(=O)c1ccc(NS(C)(=O)=O)cc1` (stereo not drawn) gave HePTP inhibitor 1.5.
For CC(C)c1cccc(C(C)C)c1NC(=O)c1cccs1 the results were HePTP inhibitor -13.0.
Screening CCCCc1noc2c1/C(=N\O)CC(c1ccccc1)C2 (stereo not drawn) returned BAP1 inh 82.8 and HePTP inhibitor 8.9.
`CC(C)N1CCc2c(sc3[nH]c(=S)n(-c4ccccc4)c(=O)c23)C1` gave HePTP inhibitor 8.8.
Screening N#Cc1nc(Cc2cccc3ccccc23)oc1NCCCN1CCOCC1 returned BAP1 inh 92.5 and HePTP inhibitor 10.5.
For Cc1ccc(NC(=O)c2cccc(OCc3c(C)noc3C)c2)c(C)c1 the results were BAP1 inh 76.6 and HePTP inhibitor -0.7.
CCc1ccc(NC(=O)CSc2nc3ccccc3c(=O)n2CCN2CCOCC2)cc1 was read as BAP1 inh 131.9 and HePTP inhibitor 9.0.
Screening CCOc1cc(/C=N/n2cnnc2)ccc1OCC(=O)Nc1ccccc1OC returned HePTP inhibitor 8.0.
`O=C(NC(c1ccccc1Cl)c1c(O)ccc2ccccc12)c1ccccc1` (stereo not drawn) gave HePTP inhibitor 2.7.
For O=C(NC1CCCCC1)NC1CC2CCC(C1)N2C(=O)NC1CCCCC1 (stereo not drawn) the results were BAP1 inh 104.4 and HePTP inhibitor -2.6.
Screening Cc1ccc(NC(=O)N(Cc2cc3cc(C)cc(C)c3[nH]c2=O)CC2COCCO2)cc1 (stereo not drawn) returned BAP1 inh 89.9 and HePTP inhibitor 11.8.
For O=C(CCC1CCCCC1)NCCc1ccccc1 the results were HePTP inhibitor -7.2.
`CCc1ccc(N2C(=O)c3sc4nnc(C)c(=O)n4c3C2=O)cc1` gave BAP1 inh 84.9 and HePTP inhibitor 3.2.
For O=C1OC(c2ccc(F)cc2)=N/C1=C\c1ccc(OC(=O)c2ccccc2Cl)cc1 the results were HePTP inhibitor 1.8.
Screening O=C(Nc1cc(C(F)(F)F)ccc1N1CCOCC1)c1cccnc1 returned BAP1 inh 108.5 and HePTP inhibitor 6.5.
For Cc1cccc(C)c1NC(=O)CSCC(=O)O the results were BAP1 inh 96.4 and HePTP inhibitor 7.1.
Screening CCCCOC(=O)C1CCCC(C)N1 (stereo not drawn) returned BAP1 inh 71.5.
`COC(=O)c1c(NC(=O)C(F)(F)F)sc(/C(C)=C/C#N)c1C` gave HePTP inhibitor -9.8.
`COc1cc(C(=O)Nc2c3c(nn2-c2ccccc2)CSC3)c([N+](=O)[O-])cc1OC` gave BAP1 inh 109.4.
Screening CCOCCOC(=O)c1cccc(NC(=O)Nc2ccc(Cl)cc2)c1 returned HePTP inhibitor 3.7.
COc1ccc(C2=NOC(C(=O)NCCN3CCOCC3)C2)cc1 (stereo not drawn) was read as BAP1 inh 89.4 and HePTP inhibitor 7.0.
O=c1c2c3nc4ccccc4nc3n(/N=C/c3ccco3)c2ncn1CCC1=CCCCC1 was read as BAP1 inh 75.1 and HePTP inhibitor 12.2.
`CCOc1ccc(-c2cnc(=S)[nH]c2N)cc1` gave HePTP inhibitor -6.6.
Screening O=C(Nc1ncc(Cc2cc(Cl)ccc2Cl)s1)c1ccccc1Br returned HePTP inhibitor 4.4.
For CCOc1ccc2cc(C#N)c(SCC(=O)OC)nc2c1 the results were BAP1 inh 80.3 and HePTP inhibitor -5.0.
O=C(NCc1ccco1)c1ccc2c(c1)C(=O)c1ccccc1-2 was read as BAP1 inh 100.2 and HePTP inhibitor 4.0.
`O=C(CC(C(=O)O)N1CCOCC1)c1ccccc1` (stereo not drawn) gave HePTP inhibitor 102.7*.
Screening O=C1c2ccccc2C(O)N1CCN1CCOCC1 (stereo not drawn) returned BAP1 inh 97.1 and HePTP inhibitor -9.8.
For O=C(Oc1ccc([N+](=O)[O-])cc1)c1ccc(Br)c(S(=O)(=O)N2CCCCC2)c1 the results were HePTP inhibitor 7.3.
For COc1ccc(C(c2nnnn2CC2CCCO2)N2CCN(c3ccc(F)cc3)CC2)cc1 (stereo not drawn) the results were BAP1 inh 136.1 and HePTP inhibitor 10.9.
For N#Cc1nc(Cc2ccccc2)oc1NCc1cccnc1 the results were BAP1 inh 124.6 and HePTP inhibitor 4.1.
Screening c1ccc2cc(OCCCCn3ccnc3)ccc2c1 returned HePTP inhibitor 8.1.
For O=S(N1CCCCCC1)C12CC3CC(CC(C3)C1)C2 (stereo not drawn) the results were BAP1 inh 97.2 and HePTP inhibitor 14.3.
For CCOc1ccc(/C=C(\NC(C)=O)C(=O)O)cc1 the results were HePTP inhibitor 2.3.
Cc1cc(NC(=O)Nc2ccc3c(ccn3C)c2)sn1 was read as BAP1 inh 104.5.
Screening CC1(C)CC(=O)NC=C(c2ccccc2)C1 returned HePTP inhibitor -1.1.
`COc1ccc(C(NC(=O)C(C)C)c2ccc3cccnc3c2O)cc1OC` (stereo not drawn) gave BAP1 inh 57.7.
For Cc1csc2ncc(C(=O)Nc3ccccc3F)c(=O)n12 the results were BAP1 inh 76.4 and HePTP inhibitor 7.8.
For O=C(NCc1cccs1)c1cc2c(s1)CCCC2 the results were BAP1 inh 109.0 and HePTP inhibitor -1.3.
For CS(=O)(=O)NCc1nnc(SCc2ccccc2C(F)(F)F)o1 the results were BAP1 inh 110.8 and HePTP inhibitor 4.3.
Screening COc1ccc(NC(=O)c2sc(SC)nc2N)cc1 returned BAP1 inh 52.9 and HePTP inhibitor 1.4.
`CC(C)C(=O)Nc1cccc(NC(=O)c2cccnc2)c1` gave BAP1 inh 118.1 and HePTP inhibitor -3.3.
Screening CC1=NN(C(=O)CCc2ccccc2)C(O)(c2cccnc2)C1 (stereo not drawn) returned HePTP inhibitor -4.0.
O=C(CCN1C(=O)c2ccccc2C1=O)Nc1ccc(-c2nc3ccccc3o2)cc1 was read as HePTP inhibitor -0.4.
Screening O=C1CN(C(=O)CNC(=O)c2ccccc2)CC(=O)N1 returned HePTP inhibitor -7.5.
Screening CCN(CC)C1CC(=O)N(c2ccc(Cl)cc2)C1=O (stereo not drawn) returned HePTP inhibitor 9.6.
COc1ccc(OC)c(/C=c2\sc3nc4c(Br)c(C)c(C)cc4n3c2=O)c1 was read as HePTP inhibitor -10.6.
For O=C(COC(=O)c1ccc(NS(=O)(=O)c2ccc3c(c2)OCCO3)cc1)NCC1CCCO1 (stereo not drawn) the results were BAP1 inh 94.8 and HePTP inhibitor -2.3.
CCn1nnnc1-c1ccc(OC)c(S(=O)(=O)Nc2ccc(C(=O)OC)cc2)c1 was read as BAP1 inh 71.2 and HePTP inhibitor -8.5.
`CCS(=O)(=O)Nc1ccc(Cc2ccncc2)cc1` gave BAP1 inh 91.2 and HePTP inhibitor -3.6&2.3.
For CCc1ccc2oc(-c3cc(N)ccc3O)nc2c1 the results were BAP1 inh 87.1 and HePTP inhibitor 1.0.
Screening CCOC(=O)c1c(NC(=O)CCCC(=O)O)sc2c1CCC(C(C)(C)C)C2 (stereo not drawn) returned HePTP inhibitor 10.6.
Screening CCOC(=O)COc1ccc(/C=C2\C(=O)NC(=O)N(c3cc(C)cc(C)c3)C2=O)cc1Br returned HePTP inhibitor -7.3.
For CCOC(=O)C1CCCN(C(=O)C2CCN(S(=O)(=O)CC)CC2)C1 (stereo not drawn) the results were BAP1 inh 90.1 and HePTP inhibitor -2.6.
Screening CN(C)c1ccc(C2N(c3ccc(Cl)cc3)C(=O)C3CCCN32)cc1 (stereo not drawn) returned BAP1 inh 90.9 and HePTP inhibitor 3.4.
`COc1ccc(NC(=S)NC(NC(=O)c2ccccc2F)C(Cl)(Cl)Cl)cc1` (stereo not drawn) gave HePTP inhibitor 0.4.
For Cc1cc2nc(Nc3nc4ccccc4c(=O)[nH]3)nc(C)c2cc1C the results were HePTP inhibitor -13.1.
For COc1cc(OC)cc(-n2nnnc2SCC(=O)NCc2ccc3c(c2)OCO3)c1 the results were BAP1 inh 137.1 and HePTP inhibitor -2.1.
`CC(=O)Nc1ccc(S(=O)(=O)N2CCN(c3ccc(F)cc3)CC2)cc1` gave HePTP inhibitor -23.6.
Screening COc1ccc(C2CC(=O)C3=C(C2)Nc2ccccc2NC3c2ccc(F)cc2)cc1OC (stereo not drawn) returned HePTP inhibitor 6.6.
`Cn1c(-c2ccccc2)cnc1SCC(N)=O` gave BAP1 inh 103.9 and HePTP inhibitor -3.1.
For COc1ccc2[nH]c(C)c(C(=O)CN(C)C)c2c1 the results were BAP1 inh 103.4 and HePTP inhibitor 1.8.
`Cc1ccccc1C(=O)Nc1cccc(NC(=O)c2ccc(Cl)c([N+](=O)[O-])c2)c1` gave HePTP inhibitor 2.0.
For O=C(CCCC(=O)N(CC(=O)NC1CCCCC1)Cc1ccc2c(c1)OCO2)Nc1ccccn1 the results were BAP1 inh 90.9 and HePTP inhibitor 5.8.
For Nc1nc(Cn2nnc(-c3ccccc3F)n2)nc(N2CCOCC2)n1 the results were BAP1 inh 79.3 and HePTP inhibitor 1.2.
`COc1ccc(C(=O)N2CCCC(c3nc(-c4cc(OC)c(OC)c(OC)c4)no3)C2)cc1` (stereo not drawn) gave BAP1 inh 83.0 and HePTP inhibitor 3.9.
For Cc1ccc(C(C#N)N2CCOCC2)cc1 (stereo not drawn) the results were BAP1 inh 116.8 and HePTP inhibitor 10.1.
For O=C(CSc1nsc(SCC(=O)Nc2ccc(F)cc2)n1)Nc1ccc(F)cc1 the results were HePTP inhibitor 2.9.
O=C(Nc1ccccc1)Nc1nnc(SCc2ccc(F)cc2)s1 was read as HePTP inhibitor 5.7.
O=C(O)CCSc1ccc2ccccc2n1 was read as BAP1 inh 111.3 and HePTP inhibitor 2.3.
Screening O=C(O)C1Nc2ccc([N+](=O)[O-])cc2C2C=CCC12 (stereo not drawn) returned HePTP inhibitor 103.5*.
CCOC(=O)C1CCCN(C(=O)c2cc3nc(-c4cccc(OC)c4)cc(C(F)(F)F)n3n2)C1 (stereo not drawn) was read as BAP1 inh 89.2 and HePTP inhibitor 12.2.
Cc1cc(C)c(NC(=O)c2cncc(Br)c2)c(C)c1 was read as HePTP inhibitor -13.9.
For O=C(NCc1cccnc1)Nc1ccc(F)cc1F the results were BAP1 inh 110.7 and HePTP inhibitor 0.8.
`COc1ccc(S(=O)(=O)N2CCC(C(=O)c3ccc4c(c3)OCCO4)CC2)cc1` gave BAP1 inh 89.1 and HePTP inhibitor -3.5.
CCC(=O)N1N=C2c3cc(OC)ccc3CCC2C1c1ccc(F)cc1 (stereo not drawn) was read as HePTP inhibitor -7.9.
For CC1(C(=O)NC2CCCC2)CCC(=O)N1CCC1=CCCCC1 (stereo not drawn) the results were BAP1 inh 101.4 and HePTP inhibitor -10.1.
Cc1cc(=O)[nH]c(SCC(=O)Nc2nnc(CC(C)C)s2)n1 was read as BAP1 inh 135.9 and HePTP inhibitor 3.4.
`O=c1[nH]c(Nc2nc3ccccc3o2)nc2ccccc12` gave HePTP inhibitor 12.1.
CC1=C(C(=O)OC(C)C(C)(C)C)C(c2ccc(Cl)cc2)NC(=O)N1 (stereo not drawn) was read as HePTP inhibitor 2.4.

An excerpt from above in order of SMILES length, descending.
CCOC(=O)C1CCCN(C(=O)c2cc3nc(-c4cccc(OC)c4)cc(C(F)(F)F)n3n2)C1 (stereo not drawn) was read as BAP1 inh 89.2 and HePTP inhibitor 12.2.
For O=C(CSc1nsc(SCC(=O)Nc2ccc(F)cc2)n1)Nc1ccc(F)cc1 the results were HePTP inhibitor 2.9.
CCC(=O)N1N=C2c3cc(OC)ccc3CCC2C1c1ccc(F)cc1 (stereo not drawn) was read as HePTP inhibitor -7.9.
For Nc1nc(Cn2nnc(-c3ccccc3F)n2)nc(N2CCOCC2)n1 the results were BAP1 inh 79.3 and HePTP inhibitor 1.2.
For CC1(C(=O)NC2CCCC2)CCC(=O)N1CCC1=CCCCC1 (stereo not drawn) the results were BAP1 inh 101.4 and HePTP inhibitor -10.1.

Screens deposited in PubChem BioAssay by several laboratories.
